Compound activity deposited in PubChem BioAssay by The Scripps Research Institute Molecular Screening Center.
CHO-K1 Ca PAM = nonselective calcium activators in parental CHO-K1 cells, primary screen, counter-screen for M1 PAM project, cell-based, Fluo-8 calcium fluorescence, full deck, 1536-well; 360,000 tested, 0.02% active; ATP EC20; 0% at ATP EC20, 100% at ATP max; AID 602247, 2012; activation, % at 3 µM;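 active = activation above the run cutoff, the mean activation of all test compounds plus 3 SD, cut at about 40% in these data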;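 also: peak over basal fluorescence ratio in a 140 s read after ATP addition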
CHO-K1 Ca antag = M1 antagonist counterscreen hit in parental CHO-K1 cells | AID 602250 | inhibition, % at 3 µM | 360,000 tested, 0.6% active | ATP-induced calcium, Fluo-8 fluorescence;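 active = inhibition above a per-plate cutoff, the plate's mean sample inhibition plus 3 SD, cut at about 24% in these data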;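 also: 0% = DMSO plus EC80 ATP and 100% = DMSO alone without ATP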
TAAR1 ag = human TAAR1 agonists, primary screen, Fluo-8 calcium fluorescence, CHO RD-HGA16 cells. Trace amine-associated receptor 1 (Homo sapiens), Q96RJ0. vehicle wells 0%, saturating PEA agonist 100%. activation, % at 3 µM. 360,000 tested, 0.99% active. AID 624467, 2012;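 active = activation above the mean activation of all test compounds in the run plus 3 SD, cut at about 38% in these data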
Target sequence (Q96RJ0 whole entry, looked up): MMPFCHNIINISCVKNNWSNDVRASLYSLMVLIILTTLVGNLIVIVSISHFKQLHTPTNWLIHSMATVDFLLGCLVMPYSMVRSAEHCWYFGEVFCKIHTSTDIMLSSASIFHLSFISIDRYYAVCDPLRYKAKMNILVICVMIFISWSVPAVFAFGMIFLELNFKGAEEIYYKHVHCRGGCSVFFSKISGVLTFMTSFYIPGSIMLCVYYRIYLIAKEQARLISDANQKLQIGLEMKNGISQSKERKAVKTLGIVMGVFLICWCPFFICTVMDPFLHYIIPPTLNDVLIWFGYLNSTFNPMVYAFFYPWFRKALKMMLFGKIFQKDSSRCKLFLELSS
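System: CHO RD-HGA16 cells carrying human TAAR1 plus Gα16; Incubation: 17-24 h seeding, 75 min 37 °C dye, 30 min RT; Measured by: Fluo-8 fluorescence, 5 s baseline then 140 s kinetic read; Control set: DMSO and PEA EC100; Replication: single well for each compound.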
TAAR1 antag = human TAAR1 antagonists, primary screen, Fluo-8 calcium fluorescence, CHO RD-HGA16 cells; antagonist; inhibition, % at 3 µM; 360,000 tested, 1.5% active;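 active = inhibition above a per-plate cutoff, the mean inhibition of test compounds on that plate plus 3 SD, cut at about 49% in these data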;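 also: 0% = DMSO plus EC80 beta-PEA response and 100% = DMSO alone without agonist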
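System: RD-HGA16 CHO cells with stable hTAAR1 and Gα16 | Probe or stimulus: EC80 β-phenethylamine stimulus | Dosing: 3 µM, single point | Times: Dye loading 75 min at 37 °C, then 30 min room temperature | Measured by: Fluo-8 calcium-sensitive fluorescence | Read-out basis: % inhibition of agonist calcium response | Replicates: n of 1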
CHRM1 agonist = human M1 muscarinic receptor agonists, primary screen, Fluo-8 calcium fluorescence, CHO-K1 cells, HTS | Muscarinic acetylcholine receptor M1 (Homo sapiens), P11229 | CHO-K1 hM1, agonist mode; 0% DMSO, 100% acetylcholine EC100 | AID 588814, 2011 | activation, % at 3 µM | 360,000 tested, 0.33% active;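 active = activation above the run's mean compound activation plus 3 SD, cut at about 16% in these data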;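 also: peak over basal fluorescence ratio within a 140 s kinetic read after compound addition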
Target sequence (P11229 whole entry, looked up): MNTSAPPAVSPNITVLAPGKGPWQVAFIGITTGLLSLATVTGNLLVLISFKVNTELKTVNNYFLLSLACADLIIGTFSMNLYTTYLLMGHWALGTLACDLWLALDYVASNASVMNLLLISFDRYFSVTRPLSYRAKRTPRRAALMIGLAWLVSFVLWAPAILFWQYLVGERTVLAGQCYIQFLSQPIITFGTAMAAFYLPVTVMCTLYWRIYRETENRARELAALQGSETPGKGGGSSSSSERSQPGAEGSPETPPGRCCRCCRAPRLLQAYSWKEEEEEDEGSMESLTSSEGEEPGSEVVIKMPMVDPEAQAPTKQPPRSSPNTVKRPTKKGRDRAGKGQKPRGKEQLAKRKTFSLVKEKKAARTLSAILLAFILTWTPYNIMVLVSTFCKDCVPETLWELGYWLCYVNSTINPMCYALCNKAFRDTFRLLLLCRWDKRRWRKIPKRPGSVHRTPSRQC
CHO parental Ca = ATP-evoked calcium signal inhibitors, parental CHO, primary screen, counter-screen for OX1R antagonist project, cell-based, fluorescence, Fluo-8 calcium dye; parental CHO-K1, ATP-induced calcium, Fluo-8 fluorescence; 330,000 tested, 0.63% active; inhibition, % at 5.6 µM; AID 463079, 2010;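 active = inhibition above that plate's mean sample inhibition plus 3 SD, cut at about 26% in these data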;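 also: 0% = ATP-challenged DMSO wells and 100% = DMSO wells without ATP; some compounds past the cut are filed as inactive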
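Material – parental CHO cells · Reagent – ATP stimulus · Compound – single nominal dose of 5.6 µM per compound · Detection – Fluo-8 fluorescence · Read-out basis – percent inhibition of calcium signal · Controls – ATP-challenged DMSO wells low, unchallenged DMSO wells high · Repeats – no replicates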
CHRM1 PAM = human M1 muscarinic receptor positive allosteric modulators, primary screen, CHO-K1 cells, Fluo-8 calcium fluorescence, 1536-well. CHO-K1 hM1, ACh EC20; 0% = ACh EC20, 100% = maximal ACh. activation, % at 3 µM. Muscarinic acetylcholine receptor M1 (Homo sapiens), P11229. 360,000 tested, 0.088% active; in the data active = activation above about 19%, passing the limit was not always enough
CHO-K1 Ca ag = counter-screen for M1 agonists: effect in parental CHO-K1 cells. activation, % at 3 µM. Fluo-8 calcium fluorescence; scaled to maximal ATP response, vehicle zero. 360,000 tested, 0.48% active; in the data active = activation above about 15%;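 also: untransfected CHO-K1 host cells lacking M1 receptor as counterscreen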
M1 antag = human M1 muscarinic receptor antagonists, primary screen, CHO-K1 cells, Fluo-8 calcium fluorescence, 1536-well. Muscarinic acetylcholine receptor M1 (Homo sapiens), P11229. CHO-K1 hM1, ACh EC80 antagonist. inhibition, % at 3 µM. 360,000 tested, 1.3% active. AID 588852, 2011;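 active = percent inhibition above its own plate's cutoff, namely the mean of that plate's compound wells plus 3 SD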;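 also: peak over basal fluorescence ratio during 140 s after agonist addition; 0% = ACh EC80 plus DMSO and 100% = DMSO alone without agonist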
Numbers without * were called inactive; · = not tested or not shown.

SMILES	CHO-K1 Ca PAM	CHO-K1 Ca antag	TAAR1 ag	TAAR1 antag	CHRM1 agonist	CHO parental Ca	CHRM1 PAM	CHO-K1 Ca ag	M1 antag
CCOC(=O)[C@@H]1[C@H]2COc3cc(OC)ccc3[C@@H]2N2C(=O)N(c3ccc(F)cc3)C(=O)[C@]12C	-14	6	11	-12	-5	-15	2	-0.5	1
CN1CCN(CC(=O)Nc2cc(N3CCOCC3)ccc2[N+](=O)[O-])CC1	3	9	1	0	-10	2	10	-0.5	-5
CCN1C(=O)c2ccccc2S(=O)c2ccc(C(=O)NCCN(CC(C)C)CC(C)C)cc21 (stereo unspecified)	-1	-5	-1	-11	-10	-23	-6	0.1	-2
CCc1nc2c(OCCOc3ccc(F)cc3)cccn2c1N(C)C(=O)c1ccccc1F	-10	10	-2	15	-8	·	3	0.5	2
CCC1(c2ccccc2)NC(=O)N(CC(=O)Nc2nnc(C3CC3)s2)C1=O (stereo unspecified)	15	-13	3	-26	0	-9	9	1.1	-17
CCN(CC)S(=O)(=O)c1ccc2c(c1)nc(CCC(=O)Nc1ccc(N3CCOCC3)cc1)n2C	14	-6	1	-3	-4	-12	10	0.5	4
O=C(NCc1nc2ccccc2[nH]1)C1=C[C@@H](c2ccc(C(F)(F)F)cc2)C[C@@H](OCc2ccc(CO)cc2)O1	-3	-12	12	52*	-8	-5	3	-0.3	-6
O=C(CN1CCN(CCC(=O)Nc2ccccc2F)CC1)Nc1ccc(F)cc1	0	-8	5	-1	-5	-22	3	-0.1	-10
COc1ccccc1N1CCN(C(=O)COc2cccc3ccccc23)CC1	-10	-7	-1	1	-2	-22	1	0.7	5
O=C(O)C1=CC[C@@H](c2ccc(Cl)cc2)N(S(=O)(=O)c2ccc(Cl)cc2)C1	17	-12	2	-6	-12	-6	1	0.7	-2
CC(NC(=O)c1ccco1)c1ccc(-n2ccnc2)cc1 (stereo unspecified)	-17	-10	11	-37	-3	-2	1	0.2	0
CCCc1nc(SCc2ccccn2)c2c(=O)n(C)c(=O)n(C)c2n1	20	-2	-2	-34	-11	-25	-13	2.4	11
COc1ccc(CN2C(=O)C(CC(=O)NC3CCCCC3)CC(C(=O)N3CCOCC3)=C2C)cc1 (stereo unspecified)	1	-7	1	7	-2	·	1	0.7	-4
COCCCNC(=S)N/N=C/c1ccc(O)cc1	13	-5	3	-15	-2	-4	5	0.9	-12
NC(=O)C1CC(=O)N(c2ccc(OCC(=O)NCc3ccccc3)cc2)C1 (stereo unspecified)	-2	-7	5	-21	0	2	2	0.6	-5
C=C1c2ccccc2NC(=S)N1Cc1ccc2c(c1)OCO2	13	-3	2	23	-6	-16	4	0.9	-7
Cc1c(C(=O)OCc2nnc(-c3ccccc3)o2)oc2ccccc12	-12	-8	2	-20	-6	-18	-11	0.5	-6
COc1ccc(CCNC(=O)c2cc(-c3cc(C)c(C)cc3O)n[nH]2)cc1OC	19	-5	11	30	1	-24	-6	5.8	0
O=C(COC(=O)c1ccc2c(c1)OCO2)NCc1ccc(Cl)cc1	19	-2	16	7	-4	-10	4	1.4	-9
CCCCN(C(C)=O)c1c(CC)nc2ccc(C(=O)NCCOc3ccc(OC)cc3)cn12	-6	10	-1	-31	-5	·	9	0.6	-7

Just TAAR1 ag, for 2 of the compounds above:
structure	TAAR1 ag
NC(=O)C1CC(=O)N(c2ccc(OCC(=O)NCc3ccccc3)cc2)C1 (stereo unspecified)	5
CCN1C(=O)c2ccccc2S(=O)c2ccc(C(=O)NCCN(CC(C)C)CC(C)C)cc21 (stereo unspecified)	-1

(more compounds)
SMILES	CHO-K1 Ca PAM	CHO-K1 Ca antag	TAAR1 ag	TAAR1 antag	CHRM1 agonist	CHO parental Ca	CHRM1 PAM	CHO-K1 Ca ag	M1 antag
O=C(NCc1ccc(F)cc1)c1cc(C2CCCN(C(=O)c3ccccn3)C2)on1 (stereo unspecified)	-13	18	0	-23	2	·	9	0.1	-1
Cc1cc2nncn2c(Cc2ccccc2)n1	14	-7	7	-9	-3	0	2	0.4	0
Cc1nn(-c2cc(Cl)ccc2Cl)c(C)c1C(=O)O	11	-3	0	0	-2	-6	6	0.3	-15
O=C(CSc1nncs1)Nc1nnc(-c2ccccc2)o1	-19	10	0	-9	-1	4	-4	0.6	16
CC(C)(C)c1ccc(/C=C2\SC(=O)N(CCNC(=O)c3cccc(S(=O)(=O)N4CCOCC4)c3)C2=O)cc1	27	4	·	·	-2	20	-1	3.1	16
CCC(=O)Oc1ccc(C(=O)Nc2cccc(C(=O)c3ccccc3)c2)cc1	10	-4	13	43	0	-3	2	2.8	2
CCn1c(C(C)NC(=O)c2cccc(C)c2)n[nH]c1=S (stereo unspecified)	21	-8	13	-6	-6	-9	16	0.3	-13
Oc1ccc(CNCC2COc3ccccc3O2)cc1 (stereo unspecified)	2	2	38*	-1	-4	-7	4	1.2	-6
Nn1c(SCC(=O)Nc2ccc(F)cc2)nnc1C1CCCCC1	24	-16	18	-3	-6	-8	10	0.3	-10
COc1ccc(/C=C2\SC(=S)N(CC3CCCO3)C2=O)cc1 (stereo unspecified)	-17	5	3	-14	0	-22	6	0.3	-12
O=C(O)COc1ccc(/C=N/NC(=O)/C(=C/C=C/c2ccccc2)NC(=O)c2ccccc2)cc1	-9	5	0	7	0	-17	12	0.1	-14
N#Cc1nc(COc2ccccc2Cl)oc1N1CCCC1	10	-3	8	-13	-7	-13	-2	1.5	-4
O=C(CSc1nc(-c2ccccc2)nc2ccc(F)cc12)Nc1cccc(C(=O)O)c1	4	-2	22	63*	-2	10	12	0.7	-14
COc1ccc(CN2CC(C(N)=O)Oc3ccccc32)cc1F (stereo unspecified)	19	-10	7	2	5	1	8	2.5	-9
CCC(C)c1ccc(NC(=O)COC(=O)CCNC(=O)c2ccco2)cc1 (stereo unspecified)	-2	-10	8	-2	0	-7	5	1.3	-6
Cc1ccccc1NC(=O)C1C2CCC(O2)C1C(=O)O (stereo unspecified)	1	-5	1	-12	-2	0	-2	0.0	-13
C[n+]1nc(Nc2ccccc2)sc1-c1ccc(O)cc1	-1	5	1	6	-9	-5	7	0.6	-5
O=C(Nc1nnc(CC2=CCCCC2)s1)c1cccs1	11	6	9	15	0	-28	0	0.2	-24
CC(=O)c1cccc(NC(=O)N2CCCC2C(=O)Nc2c(C)cccc2C)c1 (stereo unspecified)	15	-6	3	-9	-2	-7	4	1.8	-23
CCC[n+]1c2ccccc2cc2ccccc21	-5	-12	4	0	-10	-17	7	0.4	-3
O=C(NCCNC(=O)c1ccco1)c1ccco1	-14	16	0	0	-3	-10	0	-0.3	-5
OC(COc1cc(Cl)c(Cl)cc1Cl)CN1CCN(c2ncccn2)CC1 (stereo unspecified)	20	-6	1	-10	-10	-13	-7	1.2	1
CC(C)[C@H](NC(=O)OCc1ccccc1)C(=O)OCc1cc(=O)oc2cc(O)ccc12	-16	10	5	54*	2	0	-12	9.6	20
CN(CC(=O)Nc1sccc1C#N)C1CCCCC1	4	9	0	1	-4	-9	4	0.2	-6
COc1cc(C(=O)N/N=C/c2coc3ccccc3c2=O)cc(OC)c1OC	14	-15	1	-11	-2	-13	-2	0.7	-8
O=C(CC1C(=O)NCCN1CC1CCCCC1)NCCCN1CCOCC1 (stereo unspecified)	11	1	0	-4	-3	-2	8	0.7	-9
O=C(c1cnccn1)N1CCN(S(=O)(=O)c2cccc(Cl)c2)CC1	14	-14	0	-3	-1	-13	3	1.1	-9
CC(=O)Nc1ccc(S(=O)(=O)Nc2c(C)nn(-c3ccccc3)c2C)cc1	5	-15	4	1	-4	-20	-3	2.4	2
CCCCN(CC)CCCNC(=O)CC1Oc2ccccc2NC1=O (stereo unspecified)	18	-16	4	-7	-13	-9	-13	1.2	17
Cn1cccc1CC(=O)N/N=C/c1cc([N+](=O)[O-])ccc1Cl	16	-9	0	-11	-10	-14	9	0.1	0
C/C(=N\Nc1nncc2ccccc12)c1ccc(C(C)(C)C)cc1	5	-9	·	·	-3	-3	3	0.7	-9
CCCCC(=O)Nc1ccccc1N1CCN(c2ccc(F)cc2)CC1	-10	-6	-1	-16	-5	-33	4	0.5	-14
COc1ccc(Cn2nc(-c3ccccc3)c(N3CCCCC3)cc2=O)cc1	30	-15	12	16	-9	-21	2	0.5	-10
S=C(NCCc1ccccn1)Nc1ccccc1Cl	-16	27*	5	-8	-5	-4	10	-0.1	1

TAAR1 antag: hit marks shown above
structure,TAAR1 antag,CHRM1 agonist,CHRM1 PAM,M1 antag
O=C(NCc1nc2ccccc2[nH]1)C1=C[C@@H](c2ccc(C(F)(F)F)cc2)C[C@@H](OCc2ccc(CO)cc2)O1,52*,-8,3,-6
O=C(CSc1nc(-c2ccccc2)nc2ccc(F)cc12)Nc1cccc(C(=O)O)c1,63*,-2,12,-14
CC(C)[C@H](NC(=O)OCc1ccccc1)C(=O)OCc1cc(=O)oc2cc(O)ccc12,54*,2,-12,20

Five of these compounds in a different format:
| Compound | CHO-K1 Ca PAM | CHO-K1 Ca antag | TAAR1 ag | TAAR1 antag | CHRM1 agonist | CHO parental Ca | CHRM1 PAM | CHO-K1 Ca ag | M1 antag |
| --- | --- | --- | --- | --- | --- | --- | --- | --- | --- |
| COc1ccc(Cn2nc(-c3ccccc3)c(N3CCCCC3)cc2=O)cc1 | 30 | -15 | 12 | 16 | -9 | -21 | 2 | 0.5 | -10 |
| CC(=O)Nc1ccc(S(=O)(=O)Nc2c(C)nn(-c3ccccc3)c2C)cc1 | 5 | -15 | 4 | 1 | -4 | -20 | -3 | 2.4 | 2 |
| COc1cc(C(=O)N/N=C/c2coc3ccccc3c2=O)cc(OC)c1OC | 14 | -15 | 1 | -11 | -2 | -13 | -2 | 0.7 | -8 |
| CN(CC(=O)Nc1sccc1C#N)C1CCCCC1 | 4 | 9 | 0 | 1 | -4 | -9 | 4 | 0.2 | -6 |
| O=C(CC1C(=O)NCCN1CC1CCCCC1)NCCCN1CCOCC1 (stereo unspecified) | 11 | 1 | 0 | -4 | -3 | -2 | 8 | 0.7 | -9 |
